High-throughput results: PubChem, Sanford-Burnham Center for Chemical Genomics
GPR55 antagonists: GPR55 antagonists blocking LPI-driven arrestin recruitment, primary screen, imaging, U2OS, beta-arrestin-GFP, LPI agonist (AID 2013). U2OS GPR55 beta-arrestin-GFP translocation imaging, LPI antagonism; higher % means a stronger effect. one-dose inhibition, % at 10 µM; IC50 in µM for titrated hits. hit rate 0.13% among 290,000;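 active = spots per cell inhibited over 60%, with over 100 cells counted and total cytoplasm intensity under 500,000; inconclusive = wells with under 100 cells, flagged as likely toxic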;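 also: U2OS cells stably carrying GPR55 and arrestin-GFP stimulated by 5 µM LPI near EC80; imaged beta-arrestin-GFP aggregate spots per cell after agonist stimulation; plate controls were LPI-stimulated DMSO wells for no effect and DMSO wells without LPI for full effect; some results filed as inactive read as strong as hits; confirmed hits need IC50 under 10 µM and bright autofluorescent wells are also inconclusive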
KOR beta-arrestin-1: kappa opioid receptor activators – cell-based, luminescence, uHTS, primary screen (AID 1777). KOR beta-arrestin recruitment, luminescence; higher % means a stronger effect. one-dose activation, % at 10 µM; EC50 in µM for titrated hits. hit rate 0.02% among 280,000; in the data active = activation above about 50%, passing the limit was not always enough; also: a part of the inactive calls stands beside numbers as strong as those of hits
AID2073: disruptors of CaV2.2 binding to Mint1 – biochemical, HTRF (AID 2073); HTRF protein-protein interaction, Mint1-CaV2.2; higher % means a stronger effect; hit rate 0.19% among 290,000; inhibition, % at 20 µM, or IC50 in µM where a hit was titrated; in the data active = inhibition mostly above about 51%, no sharp cut-off; inconclusive = no clear call, values can overlap the other calls; inactive = mostly below about 53%; also: some results filed as inactive read as strong as hits
NOD1 NF-kB reporter: inhibition of NOD1-driven NF-kB reporter – cell-based, luminescence, uHTS, primary screen (AID 1578); NOD1-driven NF-kB luciferase reporter cells, luminescence; higher % means a stronger effect; inhibition, % at 4 µM, or EC50 in µM where a hit was titrated; hit rate 1% among 290,000; in the data active = inhibition mostly above about 36%, no sharp cut-off; inactive = mostly below about 34%;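 also: HEK-293T reporter cells stimulated with the NOD1 agonist gamma-tri-DAP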
GPR35 arrestin U2OS: GPR35 antagonists blocking zaprinast-driven arrestin recruitment, primary screen, imaging, U2OS, beta-arrestin-GFP, zaprinast agonist (AID 2058). inhibition, % at 10 µM; hits with a dose series show IC50 in µM. U2OS GPR35 beta-arrestin-GFP translocation imaging, zaprinast antagonism; higher % means a stronger effect. hit rate 0.052% among 290,000;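 active = inhibition of at least 50% with at least 30 cells and total cytoplasm GFP at most 10,000,000; inconclusive = under 30 cells or total GFP of 10,000,000 plus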
SIAH1 antagonists: blockers of Siah-1 interaction with plectin peptide – biochemical, fluorescence polarization, rhodamine-plectin, uHTS, primary screen (AID 1817); Siah-1 / rhodamine-plectin peptide fluorescence polarization; higher % means a stronger effect; one-dose displacement, % at 20 µM; IC50 in µM for titrated hits; hit rate 0.02% among 290,000;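 active = displacement of at least 50% at 20 µM, with a fluorescence ratio check between 0.3 and a set limit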;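 also: plate controls were Siah plus tracer with DMSO for no effect and tracer alone without Siah for full effect; strong numbers were not always called active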
HIV peptide binding: cell-free HIV fusion peptide-binding blockers – biochemical, uHTS, fluorescence dequenching, primary screen (AID 1986); hit rate 0.3% among 290,000; cell-free peptide binding, fluorescence dequenching, 30 min; higher % means a stronger effect; one-dose inhibition, % at 20 µM; IC50 in µM for titrated hits; in the data active = inhibition mostly above about 52%, no sharp cut-off; inactive = mostly below about 76%; also: some results filed as inactive read as strong as hits
GPR55 activation: selective activators of receptor GPR55 – imaging, U2OS cells, beta-arrestin-GFP redistribution, primary screen (AID 1961) | U2OS GPR55 beta-arrestin-GFP redistribution imaging; higher % means a stronger effect | activation, % at 10 µM; hits with a dose series show EC50 in µM | hit rate 0.048% among 290,000;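 active = activation above 40% with more than 50 cells counted in the well; inconclusive = wells holding fewer than 50 cells, flagged as toxic or sparse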;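 also: U2OS osteosarcoma cells stably expressing GPR55 and beta-arrestin-GFP; plate controls were DMSO negative control for no effect and LPI positive control for full effect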
KOR beta-arrestin-2: KOR antagonists, beta-arrestin recruitment, cell-based, luminescence, uHTS (AID 1778) | KOR beta-arrestin recruitment, luminescence, antagonist mode; higher % means a stronger effect | inhibition, % at 10 µM, or IC50 in µM where a hit was titrated | hit rate 0.091% among 290,000; in the data active = inhibition above about 50%; also: strong numbers were not always called active
Numbers without * were called inactive; ? = inconclusive; . = no result given; [ ] = dose if it differs, or a comment. Some of the compounds tested; the hit share may differ from the screen's.

SMILES	GPR55 antagonists	KOR beta-arrestin-1	AID2073	NOD1 NF-kB reporter	GPR35 arrestin U2OS	SIAH1 antagonists	HIV peptide binding	GPR55 activation	KOR beta-arrestin-2
COc1ccc2c(c1)C(=O)N(c1ccc(C)cc1C)C(=O)C2	16%	-2.8%	5%	-6%	-3%	-1%	5.7%	-0.2%	-9%
O=[N+]([O-])c1cccc(/C=N/Nc2ncc(Br)cn2)c1	6%	-1.7%	0%	-41%	-1%	3%	-1.0%	0.0%	-13%[20 µM]
O=[N+]([O-])c1ccc(C2=NCCO2)cc1	7%	3.3%	10%	2%	6%	2%	-1.6%	-0.1%	20%
COc1ccc(Cl)cc1N1CC(C(=O)Nc2nccs2)CC1=O (configuration not stated)	-11%	0.0%	0%	-7%	-12%	3%	0.3%	0.0%	-18%
Cc1ccc(OCC(=O)N(C)CC(=O)Nc2cccc(F)c2)cc1	8%	2.2%	6%	-23%	-8%	18%	-0.4%	0.3%	5%
Cc1cc(C)n(-c2ccc3cccc(NS(C)(=O)=O)c3n2)n1	34%	-1.1%	13%	7%	-1%	-2%	-2.7%	-0.1%	15%
COc1ccc(CC(=O)NC(CC(=O)O)c2ccc(OC)cc2)cc1 (configuration not stated)	13%	5.4%	-3%	-9%	15%	0%	-2.3%	-0.2%	-36%
Cc1cc(C)c(-c2c(O)c3cnn(-c4ccccc4)c3[nH]c2=O)c(C)c1	7%	3.0%	1%	-38%	22%	-3%	-2.9%	-0.5%	-3%
CC(=O)N1CCc2cc(S(=O)(=O)NCCC(=O)NCCc3ccccc3)ccc21	-11%	5.6%	-6%	-2%	4%	-5%	-1.0%	-0.1%	-12%
CC1CCCN(C(=O)COC(=O)Cc2c(F)cccc2Cl)C1 (configuration not stated)	-3%	-5.9%	-3%	-47%	16%	-6%	-0.1%	-0.2%	-33%
O=C(C[n+]1ccc(CCSc2ccc(F)cc2)cc1)c1ccccc1	16%	3.1%	20%	8%	-5%	-1%	1.2%	-0.2%	-31%
Cc1ccc2nc3sc(C(=O)N4CCOCC4)c(N)c3cc2c1	5%	-0.2%	-24%	54%	4%	0%	2.4%	0.3%	-3%
CN(CC1CCOCC1)C(=O)CC1C(=O)NCCN1Cc1cccc(F)c1 (configuration not stated)	99%	4.2%	17%	15%	1%	-3%	0.6%	-0.1%	-26%
COc1cccc(CNC(=O)COC(=O)CN(C)S(=O)(=O)c2ccc(NC(C)=O)cc2)c1	12%	4.6%	3%	-21%	-4%	7%	2.0%	0.2%	-12%
COc1cccc(CNn2c(-c3cccc(C)c3)nc3ccccc3c2=O)c1	11%	1.4%	31%	7%	-6%	1%	-2.1%	0.0%	-49%
O=C(Nc1ccc(Cl)cc1)Nc1ccon1	-13%	0.1%	9%	-31%	-2%	-1%	1.1%	0.4%	-24%
C/C(CC(=O)Nc1ccc2c(c1)OCCO2)=N\NC(=O)C(=O)Nc1ccccc1C	-2%	.	10%	-26%	-11%	1%	-1.0%	0.2%	-10%[20 µM]
Cc1cc(C)c2cc(CN(CCO)C(=O)Nc3ccc(F)cc3)c(=O)[nH]c2c1	-2%	-4.4%	-1%	-12%	-6%	0%	-0.6%	-0.2%	12%
Cc1[nH][nH]c(=O)c1C(c1ccccc1[N+](=O)[O-])C(C#N)C#N (configuration not stated)	-1%	1.0%	-2%	-9%	4%	3%	-0.4%	0.7%	-1%
Nc1nonc1OCCOCCOCCOc1nonc1N	8%	-5.5%	4%	-9%	-6%	6%	0.0%	0.6%	15%

The final 2 entries of the section before lead into the next:
SMILES	GPR55 antagonists	KOR beta-arrestin-1	AID2073	NOD1 NF-kB reporter	GPR35 arrestin U2OS	SIAH1 antagonists	HIV peptide binding	GPR55 activation	KOR beta-arrestin-2
Cc1[nH][nH]c(=O)c1C(c1ccccc1[N+](=O)[O-])C(C#N)C#N (configuration not stated)	-1%	1.0%	-2%	-9%	4%	3%	-0.4%	0.7%	-1%
Nc1nonc1OCCOCCOCCOc1nonc1N	8%	-5.5%	4%	-9%	-6%	6%	0.0%	0.6%	15%
Cc1cccc(NC(=O)Cn2c(C)c(C#N)c3ccccc32)c1C	2%	-5.7%	2%	-31%	23%	3%	-4.6%	0.1%	4%
CC(/C=N/Nc1nc(C)cc(=O)[nH]1)=C\c1ccccc1	9%	-2.2%	4%	-30%	-11%	13%	2.5%	-0.4%	-9%
O=C(NCc1ccc(-c2csnn2)cc1)c1cccs1	3%	-3.9%	4%	-2%	1%	-3%	0.8%	-0.1%	-25%
Cc1ccc(N2C(N)=C(C#N)C(c3cccnc3)C3=C2CCCC3=O)cc1 (configuration not stated)	14%	2.1%	-2%	-31%	14%	1%	-0.6%	-0.2%	-14%
N=c1n(CC(=O)c2ccc([N+](=O)[O-])cc2)c2ccccc2n1Cc1ccccc1	64%*	0.6%	8%	-34%	27%	-2%	5.2%	0.1%	23%
Cc1ccc2nc(Cl)c(C3CC(c4cccs4)=NN3S(C)(=O)=O)cc2c1 (configuration not stated)	12%	6.2%	8%	-45%	-12%	2%	-0.7%	1.0%	-24%
CCN(CC)S(=O)(=O)c1ccc(OC)c(NC(=O)c2cc([N+](=O)[O-])ccc2Cl)c1	0%	1.6%	-8%	48%	8%	-2%	-3.7%	-0.1%	3%
COc1ccc(CNS(=O)(=O)c2c(C)[nH]c(C)c2C(=O)N2CCCC2)cc1	5%	-2.0%	4%	-30%	4%	-2%	-1.2%	-0.1%	-17%
COc1ccc(C(=O)NCc2nc(C)c(C)s2)cc1OC1CCN(C(C)C)CC1	21%	-3.8%	12%	-5%	-11%	2%	-0.2%	0.2%	20%
COc1ccc(CNC(=O)Cn2cc(C(F)(F)F)ccc2=O)cc1	-18%	2.9%	-4%	25%	-1%	-1%	0.9%	-0.2%	-47%
CCS(=O)(=O)c1ccc2c(c1)N(S(=O)(=O)c1ccccc1)CC(C(=O)O)O2 (configuration not stated)	-6%	6.4%	1%	25%	8%	-3%	3.3%	-0.1%	-20%
COc1ccc(NC(=O)N2CCCC2C(=O)NCc2ccccc2Cl)cc1 (configuration not stated)	-7%	3.2%	6%	5%	7%	-4%	0.0%	0.4%	-41%
Cc1cccc(NC(=O)c2cccnc2Oc2ccccc2)c1C(=O)O	-7%	2.9%	18%	-12%	7%	-4%	-0.9%	-0.1%	8%
CCOC(=O)c1ccccc1NC(=O)CSc1nnnn1C	-1%	12%	0%	22%	-7%	0%	2.0%	1.2%	8%
COc1ccccc1/C=N/NC(=O)c1ccc(C)nc1	-2%	-5.4%	-4%	-73%	-2%	1%	-0.9%	-0.1%	-18%
Cc1nc2sccn2c(=O)c1Cl	3%	-0.1%	17%	6%	16%	3%	-2.1%	-0.1%	10%
CC(C)Nc1nnc(SC(C)C(=O)NCc2ccc3c(c2)OCO3)s1 (configuration not stated)	8%	-12%	6%	-39%	17%	16%	0.2%	0.1%	-17%
O=C(CCS(=O)(=O)c1cccc2nonc12)NCCc1ccccc1Cl	-5%	-2.7%	?	-24%	-2%	2%	-2.3%	0.0%	6%
COC(=O)[C@]12C(=O)C(C)=C(O)[C@@]1(C)C(C)=CC1[C@@]34CC[C@@H](OC(C)=O)C(C)(C)C3C(C[C@]12C)OC4=O (some centres not stated)	5%	0.9%	-6%	5%	-8%	3%	1.2%	0.6%	9%
Cc1ccccc1OCC(O)Cn1nnc2ccccc21 (configuration not stated)	5%	-2.2%	7%	-27%	-1%	-4%	0.4%	-0.5%	16%
CN(C(=O)c1c(Br)cnn1C)C12CC3CC(CC(C3)C1)C2	9%	-1.7%	-10%	-28%	8%	5%	-1.0%	0.3%	-3%
CN(C)CCCN1C(=O)c2oc3ccccc3c(=O)c2C1c1cccs1 (configuration not stated)	5%	-2.9%	4%	-16%	2%	8%	3.3%	-0.1%	22%

Quoted from the listing.
CN(C(=O)c1c(Br)cnn1C)C12CC3CC(CC(C3)C1)C2 in NOD1 NF-kB reporter has -28%
CC(/C=N/Nc1nc(C)cc(=O)[nH]1)=C\c1ccccc1 in SIAH1 antagonists has 13%
Cc1nc2sccn2c(=O)c1Cl in KOR beta-arrestin-1 has -0.1%

Rewritten as labelled records: part of the list above
Cc1cc(C)c(-c2c(O)c3cnn(-c4ccccc4)c3[nH]c2=O)c(C)c1
  GPR55 antagonists: 7%
  KOR beta-arrestin-1: 3.0%
  AID2073: 1%
  NOD1 NF-kB reporter: -38%
  GPR35 arrestin U2OS: 22%
  SIAH1 antagonists: -3%
  HIV peptide binding: -2.9%
  GPR55 activation: -0.5%
  KOR beta-arrestin-2: -3%

CC(=O)N1CCc2cc(S(=O)(=O)NCCC(=O)NCCc3ccccc3)ccc21
  GPR55 antagonists: -11%
  KOR beta-arrestin-1: 5.6%
  AID2073: -6%
  NOD1 NF-kB reporter: -2%
  GPR35 arrestin U2OS: 4%
  SIAH1 antagonists: -5%
  HIV peptide binding: -1.0%
  GPR55 activation: -0.1%
  KOR beta-arrestin-2: -12%

CC1CCCN(C(=O)COC(=O)Cc2c(F)cccc2Cl)C1 (configuration not stated)
  GPR55 antagonists: -3%
  KOR beta-arrestin-1: -5.9%
  AID2073: -3%
  NOD1 NF-kB reporter: -47%
  GPR35 arrestin U2OS: 16%
  SIAH1 antagonists: -6%
  HIV peptide binding: -0.1%
  GPR55 activation: -0.2%
  KOR beta-arrestin-2: -33%
